MCF10A rerep = inducers of DNA re-replication in MCF 10A breast cells; MCF 10A DNA re-replication, Hoechst nuclear intensity, 48 h; Potency, µM (top dose mostly 46.1 µM), inactives show at the top dose activity, positive = re-replication, usual class: activators; actives 2.9% (n = 350,000); AID 624296; also: potency is read from the fitted curve at half-maximal effect; % of control where 0% means no effect; nearly all actives have a fitted effect of over 50% in size
HT1080 IDH1KD tx = kills HT-1080 cells with IDH1 knockdown; actives 2% (n = 360,000); Potency, µM (titrated, usually from 46.1 µM), inactives show at the top dose activity, negative = toxicity, actives largely listed as cytotoxic; HT-1080 IDH1 knockdown viability, ATP luminescence, 48 h;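 also: potency is read from the fitted curve at half-maximal effect; 0% = DMSO wells and -100% = cell-free medium wells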
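Cytotoxicity counter-line: IDH1KD HT-1080, 48 h, CellTiter-Glo. Curves classed by r2, magnitude and activity.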
IL-1B inflam inh = inhibitors of inflammasome signaling (IL-1 beta secretion); THP-1 LPS/ATP IL-1B secretion, AlphaLISA, 16 h; hits give low values; activity change, % at 57.5 µM; actives 4.7% (n = 360,000); in the data active = activity change below about -50%; inconclusive = mostly about -30% to -49%; also: % is scaled to controls: 0 for no effect and ±100 for the full control effect
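THP-1 cells pretreated 1 hr with compounds (up to 57.5 uM final), then stimulated with LPS (250 ng/mL final) plus ATP (1.25 mM final); secreted IL-1B measured by AlphaLISA after 16 hr, decreased signal indicating inhibition.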
ATXN viability = viability counter-screen for ATXN expression inhibitors; Potency, µM (series often up to 56.7 µM), hits mostly cytotoxic; S2 cells (HEK-293 line with an ATXN2-luciferase reporter) viability, CellTiter-Fluor protease fluorescence, 24 h; AID 651635; actives 0.49% (n = 400,000); also: potency is read from the fitted curve at half-maximal effect; nearly all actives have a fitted effect of over 40% in size
HepG2 viability = kills HepG2 cells in TGF-b inhibitor counter-screen; HepG2 CAGA-GFP viability, ATP luminescence, 18 h; Potency, µM (highest dose often 46.1 µM), for the others: at the highest dose activity change, negative = cytotoxicity, hits mostly cytotoxic; actives 0.76% (n = 410,000); also: potency is read from the fitted curve at half-maximal effect; some results filed as inactive show a strong effect at the top dose
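CellTiter-Glo luminescence gave cytotoxicity after 18 hours at 37 degrees C. The cells were HepG2 CAGA-GFP in 1% FBS DMEM, stimulated with 500 pg/mL TGF-beta after compound addition. %Activity was normalised to no-cell wells (complete cell-killing) and DMSO (no toxicity), and curves were fitted and classified.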
HT1080-NT tox = kills 2HG-producing HT-1080-NT fibrosarcoma cells; AID 686970; Potency, µM (doses to about 46.1 µM), for the others: at the highest dose activity, negative = less viability, most hits filed as cytotoxic; HT-1080-NT fibrosarcoma viability, CellTiter-Glo ATP luminescence, 48 h; actives 1.6% (n = 360,000);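 also: NT is the 2HG producing partner of a matched IDH1 knockdown line; potency is read from the fitted curve at half-maximal effect; 0% = DMSO-treated cells and -100% = media-only wells without cells; nearly all actives have a fitted effect of over 55% in size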
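Viability of the 2HG-overproducing fibrosarcoma line after 48 hours of compound exposure at 37 degrees C was determined by luminescence with CellTiter-Glo, and concentration-effect curves were then fitted and categorized.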
KB-3-1 cytotox = KB-3-1 parental cell cytotoxicity | KB-3-1 viability, CellTiter-Glo ATP luminescence, 72 h | Potency, µM (titrated, usually from 46.1 µM), for inactives: at the highest dose activity change, negative = cytotoxic, actives largely listed as cytotoxic | actives 1.4% (n = 400,000) | AID 1347075; also: potency is read from the fitted curve at half-maximal effect; % is scaled to controls: 0 for no effect and ±100 for the full control effect; nearly all actives have a fitted effect of over 60% in size
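Screening of KB-3-1 cells (DMEM, 10% FBS, phenol-red free) ran from lowest to highest compound concentration; after 72 h at 37 °C viability was read luminescently and curves fitted.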
ATXN2 expr inh = reduces ATXN2 reporter expression in HEK-293 cells. HEK-293 ATXN2-luciferase reporter, luminescence, 24 h. Potency, µM (highest dose often 57 µM), without a hit: at the top dose activity change, negative = inhibition, most hits filed as inhibitors. actives 0.72% (n = 360,000). AID 1745845; also: potency is read from the fitted curve at half-maximal effect; % is scaled to controls: 0 for no effect and ±100 for the full control effect; nearly all actives have a fitted effect of over 55% in size
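ATXN2-luciferase reporter cells (luciferase flanked by upstream and downstream ATXN2 gene portions) were treated 24 h at 37 °C with compounds at up to 57 uM. SteadyGlo luminescence gave expression; GF-AFC fluorescence gave viability.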
SW480 rerep = induces DNA re-replication in SW480 colon adenocarcinoma cells. SW480 DNA re-replication, Hoechst DNA content imaging, 48 h. Potency, µM (doses to about 46.1 µM), for inactives: at the highest dose re-replication activation, usual class: activators. actives 1.8% (n = 340,000); also: potency is read from the fitted curve at half-maximal effect; % of control where 0% means no effect; nearly all actives have a fitted effect of over 55% in size
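250 cells/well; 23 nL cpd via pin tool; 48 hr, 37 C, 5% CO2; Hoechst 40 min; imager read of total nuclear intensity, ex 405/em 500-530 nm.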
* hit, by the source's call; i = inactive; ? = inconclusive; . = not tested or not shown; [ ] = dose if it differs, or a comment. Unless noted, calls follow the shape of the dose curve; as a rule, active = well fitted curve in the direction sought with a large enough effect; inconclusive = small, poorly fitted or top-dose-only effect, or another doubt; inactive = no such curve, though single readings can be large; an effect the other way counts as inactive or inconclusive.

compound,MCF10A rerep,HT1080 IDH1KD tx,IL-1B inflam inh,ATXN viability,HepG2 viability,HT1080-NT tox,KB-3-1 cytotox,ATXN2 expr inh,SW480 rerep
COc1cccc(C(=O)Nc2cc3c(cc2N2CCCC2)n(C)c(=O)n3C)c1,0%,-2%,5,i,0%,6%,6%,3%,-6%
COCCCNC(=O)/C=C/c1ccc(Cl)cc1Cl,0%,8%,-24,i,0%,17%,20%,-16%,-4%
O=C(N/N=C/c1ccc2c(c1)OCO2)c1sc2cc(Cl)ccc2c1Cl,1%,-3%,21,?,1%,-7%,?,-29%,-3%
O=c1[nH]c(C2CCN(S(=O)(=O)c3ccc(C(F)(F)F)cc3)CC2)nc2c1nnn2Cc1ccc(F)cc1,18%,?,-57*,i,10%,-30%,-2%,-38%,?
Cc1cccc(OCC(=O)Nc2ccc(Cl)c(-c3nc4ncccc4o3)c2)c1C,.,.,.,?,-15%,.,-1%,?,.
O=C(NCc1ccccn1)c1n[nH]c(=O)c2ccccc12,-1%,1%,3,i,0%,0%,3%,.,-6%
CCCC(=O)N1CCCC(c2cc(C(=O)NCc3ccccc3)no2)C1 (configuration not stated),.,?,1,i,7%,21%,0%,27%,.
Cc1nnc(NC(=O)CSc2nnc(Cc3ccccc3)n2Cc2ccccc2)s1,3%,8%,1,i,3%,-1%,0%,-13%,0%
COC(c1ccccc1)c1nnc(CCC(=O)N(C)CCOc2ccccc2)o1 (configuration not stated),6%,-8%,-59*,i,-5%,-1%,1%,21%,2%
CCOC(=O)C(NCc1ccc(F)cc1)(NC(=O)c1ccccc1)C(F)(F)F (configuration not stated),15%,-10%,0,i,-15%,-1%,-4%,-3%,1%
N#CC1(c2ccccc2)CCC(NCCc2ccccc2)CC1 (configuration not stated),?,0%,?,?,-43%,-3%,-3%,.,?
O=C(Oc1cccc2c(OC(=O)N3CCOCC3)cccc12)N1CCOCC1,-1%,-7%,4,i,4%,-4%,6%,-4%,-4%
CN(Cc1ccccn1)Cc1nc(COc2ccccc2)no1,?,1%,61,i,-5%,-1%,1%,24%,-34%[inhibitor][1.84 µM]
COCCCn1c(-c2ccc(Cl)cc2)n[nH]c1=S,0%,-1%,-5,i,-20%,1%,-1%,-3%,0%
Cc1cc(C)cc(NC(=O)CCc2nnc3n(C)c(=O)c4sccc4n23)c1,.,.,.,i,-5%,.,1%,1%,.
O=C(CCC(=O)N1CCc2ccccc2C1)N1CCN(S(=O)(=O)c2ccccc2)CC1,-3%,5%,17,i,-7%,6%,0%,5%,0%
Cc1ccc(NC(=O)CSC2=C(C#N)C(c3ccc4c(c3)OCO4)C3=C(CCCC3=O)N2)c(C)c1 (configuration not stated),23%,-1%,-18,?,-6%,4%,-23%,0%,?
O=C(NCC1CCCO1)/C(=C/c1ccccc1)NC(=O)c1ccccc1 (configuration not stated),3%,0%,3,i,-1%,3%,2%,.,-39%[inhibitor]
O=C(Nc1ccccc1C(=O)NC1CC1)c1ccc([N+](=O)[O-])o1,16µM*,-25%,-93*,i,27%,-1%,24%,-4%,6.5µM*
O=C(CCN1CCOCC1)N1CCCC(Nc2cccc(F)c2)C1 (configuration not stated),0%,10%,19,i,13%,-5%,9%,-1%,0%
Cc1cc(-n2c(C)cc(C(=O)COc3ccc4ccc(=O)oc4c3)c2C)no1,?,-1%,-8,i,2%,-5%,3%,-9%,0%
CCC(=O)Oc1c(Sc2ccc(Cl)cc2)c(C)nn1C(C)(C)C,.,.,.,i,-16%,.,1%,-29%,.
COc1cc(OC)c(-c2oc3ccccc3c(=O)c2O)c(OC)c1,?,?,9,i,4%,?,8.2µM*,?,16µM*
COc1ccc(OC)c(CN2C(=O)c3ccccc3C2c2nnnn2C(C)C)c1 (configuration not stated),.,2%,32,i,.,0%,16%,-2%,.
CCOC(=O)N1CCC(Nc2nc3ccccc3nc2NS(=O)(=O)c2ccc(Cl)cc2)CC1,0%,-7%,28,i,-58%,-19%,?,29%,9%
COc1cccc(N2CCN(S(=O)(=O)c3cn(C)cn3)CC2)c1,1%,10%,1,i,-1%,-1%,2%,-8%,0%
CCCCS(=O)(=O)N1CCCC(C(=O)Oc2ccccc2OC)C1 (configuration not stated),?,20%,3,i,3%,6%,13%,2%,-4%
COC(=O)[C@]12CCCCC=C1N(CCc1ccc(OC)c(OC)c1)C(=O)[C@H](CC(=O)NCc1cccc(C(F)(F)F)c1)C2,.,?,-5,.,.,?,?,.,.
CCn1c2ccccc2c2nnc(SCC(=O)c3ccccc3)nc21,?,3%,-7,i,2%,7%,6%,-3%,-11%
CC(C)(C)c1ccc(OCCON2C(=O)CCC2=O)c(Cl)c1,4%,3%,5,i,-21%,2%,5%,-29%,0%
Cc1ccc(-n2nc3ccc(NC(=O)Cc4ccc(Cl)cc4)cc3n2)cc1,.,.,.,?,-18%,.,3%,-19%,.
COC(=O)c1ccc(Cl)c(-c2ccc(/C=N/NC(=O)Nc3ccccc3)o2)c1,11%,20%,28,i,0%,8%,-7%,-21%,0%
CCN1CCSc2ccc(C(=O)NCc3ccccc3C)cc21,0%,-2%,?,i,-20%,21%,4%,-5%,3%
CCN(CC)S(=O)(=O)c1cccc(-c2cn3cccnc3n2)c1,3%,2%,32,i,0%,2%,-1%,8%,-10%
CCC(C)NS(=O)(=O)c1ccc(N)cc1 (configuration not stated),6%,10%,-7,i,8%,?,2%,7%,-16%
COc1ccc(OC)c(C2=NS(=O)(=O)N(C)C(C(=O)N3CCC4(CC3)OCCO4)=C2)c1,1%,3%,-14,i,3%,4%,20%,7%,-20%
Oc1oc(-c2ccccc2)nc1C=Nc1cccc2ccccc12,7%,-16%,13,i,-36%,?,17%,-2%,?
COc1ccc(CCNC(=O)c2cc(Cl)nc3ccccc23)cc1,1%,1%,44,i,-15%,4%,-2%,-15%,?
O=C(CSc1nnc(-c2ccco2)n1-c1ccccc1Cl)Nc1cccc(C(=O)O)c1,2%,15%,0,i,-6%,2%,-6%,17%,12%
O=C(NCc1ccccc1)c1cccc(S(=O)(=O)N2CCCCC2)c1,6%,-3%,1,i,11%,-17%,6%,-1%,-5%

3 entries from above, with values under each structure:
Under each structure: MCF10A rerep	HT1080 IDH1KD tx	IL-1B inflam inh	ATXN viability	HepG2 viability	HT1080-NT tox	KB-3-1 cytotox	ATXN2 expr inh	SW480 rerep
CCN(CC)S(=O)(=O)c1cccc(-c2cn3cccnc3n2)c1
    3%	2%	32	i	0%	2%	-1%	8%	-10%
CCC(C)NS(=O)(=O)c1ccc(N)cc1 (configuration not stated)
    6%	10%	-7	i	8%	?	2%	7%	-16%
COc1ccc(OC)c(C2=NS(=O)(=O)N(C)C(C(=O)N3CCC4(CC3)OCCO4)=C2)c1
    1%	3%	-14	i	3%	4%	20%	7%	-20%

(cont.)
compound,MCF10A rerep,HT1080 IDH1KD tx,IL-1B inflam inh,ATXN viability,HepG2 viability,HT1080-NT tox,KB-3-1 cytotox,ATXN2 expr inh,SW480 rerep
CC(C)C(=O)Nc1cccc(C(=O)Nc2nncs2)c1,?,8%,-17,?,0%,10%,18%,4%,-15%
CC1=C(C(=O)N2CCOCC2)CC(CC(=O)NC2CC2)C(=O)N1Cc1ccccc1 (configuration not stated),.,7%,59,i,-1%,0%,-2%,-4%,.
OCC1CCCN(C(=S)Nc2ccc(OC(F)F)cc2)C1 (configuration not stated),-1%,2%,8,i,-19%,0%,2%,19%,-11%
C#CCOCCOCCOCCNc1nc(N2CCN(C(=O)[C@H](Cc3ccc(O)cc3)n3cc([C@@H](N)C(C)CC)nn3)CC2)nc(N2CCN(C(=O)[C@H](Cc3cc4ccccc4[nH]3)n3cc([C@@H](N)CC(C)C)nn3)CC2)n1 (some centres not stated),-37%[inhibitor],2%,2,?,-1%,7%,41%,5%,-6%
O=C(CSCC(=O)Nc1nc(-c2ccc3c(c2)OCO3)cs1)Nc1nccs1,3%,0%,-15,i,-7%,10%,?,14%,-2%
Cc1ccc2oc(C(=O)NCc3ncc(C)[nH]3)c(C)c2c1,?,16µM*,-10,i,-16%,18µM*,10µM*,4%,16µM*
CCN(CC(=O)Nc1ccc(NC(C)=O)cc1)C(=O)c1ccc(=O)n(C)n1,-7%,13%,-3,i,-4%,3%,2%,-4%,-4%
Cc1cccc(NC(=O)Cn2c(=O)n(-c3ccccc3Cl)c(=O)c3c(C)c(C(=O)N(C)C)sc32)c1,.,.,.,i,-1%,.,8%,2%,.
Cc1cc(C)n2c(Nc3ccc4c(c3)OCCO4)c(-c3cc4ccccc4o3)nc2n1,.,-9%,19,i,.,-8%,?,11%,.
COc1ccc(OC)c(CNS(=O)(=O)c2cn(C)cn2)c1,-14%,0%,-24,i,-22%,-1%,2%,.,-4%
O=C(c1ccoc1)N1CCC2(CC1)Oc1ccc(Cl)cc1C(=O)C21CC(c2cccnc2)=NO1 (configuration not stated),0%,3%,-7,i,-5%,2%,-2%,4%,22%[9.22 µM]
COc1ccc(C2CC(C(F)(F)F)n3nc(CO)c(Cl)c3N2)cc1OC (configuration not stated),?,-16%,-6,i,10%,-7%,?,-1%,-2%

Source: PubChem BioAssay (National Center for Advancing Translational Sciences (NCATS))
